# TNAP act DEA: activates human TNAP at intermediate phosphate acceptor concentration | P05186 | purified TNAP, CDP-star luminescence, 100 mM DEA, 30 min; stronger effect = higher value; scale: 0 levamisole-inhibited, 1 vehicle-only enzyme | activation factor at 20 µM | AID 813 | 64,000 tested, under 10 active;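 active = activation factor of at least 2 at 20 µM, relative to controls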
# NADH enzymes: inhibition of NAD/NADH coupling enzymes, library profiling. 65,000 tested, 0.02% active. coupled PK/LDH NADH assays, four targets. IC50, µM (titrated, usually from 10 µM), inactives show at the top dose inhibition;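 active = single-dose screening hits from any of four coupled enzyme assays that gave an IC50 when retested across doses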;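 also: the DPM-DC format reads NADH fluorescence rather than 340 nm absorbance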
# SF-1 act: activators of human nuclear receptor SF-1; CHO-K1 Gal4-SF-1 LBD luciferase reporter; % increase over DMSO SF-1-specific signal; 65,000 tested, 1.9% active; Q13285; activation, % at 10 µM;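 active = activation above the mean activation of all tested compounds plus 3 SD, cut at about 50% in these data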
# Target sequence (Q13285 whole entry, looked up, the tested form may be a part): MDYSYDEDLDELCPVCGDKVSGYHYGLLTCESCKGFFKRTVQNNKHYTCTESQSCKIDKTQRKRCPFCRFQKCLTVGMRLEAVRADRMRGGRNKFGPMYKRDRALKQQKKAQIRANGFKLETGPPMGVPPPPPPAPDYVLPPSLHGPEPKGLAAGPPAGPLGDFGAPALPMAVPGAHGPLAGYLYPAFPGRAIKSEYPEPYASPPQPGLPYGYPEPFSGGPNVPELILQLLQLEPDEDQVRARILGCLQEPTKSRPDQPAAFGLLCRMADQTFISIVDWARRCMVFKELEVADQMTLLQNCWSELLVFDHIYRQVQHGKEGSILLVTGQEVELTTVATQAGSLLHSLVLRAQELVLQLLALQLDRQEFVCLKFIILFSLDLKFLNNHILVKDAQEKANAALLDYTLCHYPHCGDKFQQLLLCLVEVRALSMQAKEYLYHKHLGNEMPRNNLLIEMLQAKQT
#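 Assay system: CHO-K1 cells co-transfected with Gal4 DBD–human SF-1 LBD, 5xGal4 luciferase reporter; doses: 10 µM only; incubation: 20 h compound exposure at 37 °C after 1 h cell settling; signal: luciferase light emission; evaluation: percent activation versus DMSO; repeats: one test per compound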
# M1 antagonist: M1 muscarinic receptor (rat) antagonism | B-score at 10 µM | P08482 | 64,000 tested, 3.4% active | CHO-M1 cells, Fluo-4 calcium, ACh EC80 antagonist mode; stronger effect = lower value;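 active = calcium fluorescence response, raw or row-and-column corrected B-score, differing from the plate sample mean either way at a set confidence level, mostly lower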
# Target sequence (P08482 whole entry, looked up): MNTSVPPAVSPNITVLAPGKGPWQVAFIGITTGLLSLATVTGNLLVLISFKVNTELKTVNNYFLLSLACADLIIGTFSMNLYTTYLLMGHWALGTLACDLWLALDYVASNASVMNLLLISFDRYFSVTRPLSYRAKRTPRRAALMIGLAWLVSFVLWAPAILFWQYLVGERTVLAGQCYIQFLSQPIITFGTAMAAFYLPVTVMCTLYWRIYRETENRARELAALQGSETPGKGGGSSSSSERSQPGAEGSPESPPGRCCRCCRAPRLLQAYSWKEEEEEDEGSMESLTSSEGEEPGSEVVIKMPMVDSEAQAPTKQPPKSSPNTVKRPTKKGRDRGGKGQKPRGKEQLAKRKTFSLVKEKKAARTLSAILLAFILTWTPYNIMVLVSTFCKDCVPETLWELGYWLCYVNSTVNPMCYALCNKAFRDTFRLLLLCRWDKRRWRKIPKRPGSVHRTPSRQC
# M1 ag: activates the M1 muscarinic receptor; 64,000 tested, 3% active; B-score at 10 µM; AID 626; CHO-M1 cells, Fluo-4 calcium fluorescence, agonist mode; stronger effect = higher value;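 active = fluorescence rise, raw or as B-score row- and column-corrected plate score, outside the 99.7% band of its plate's samples, either direction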
# D1 mod: allosteric modulators of human D1 dopamine receptor; P21728; HEK293 D1, CRE-luciferase, dopamine EC30 potentiation; actives deviate in either direction; B-score at 10 µM; 58,000 tested, 5.9% active; AID 641;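 active = luminescence count or its row- and column-corrected plate score outside the 99.7% band of the plate's sample wells, on either side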
# Ecoli tolC: E. coli tolC mutant growth inhibition; 65,000 tested, 2.2% active; growth inhibition, % at 10 µM (by protocol); AID 573; E. coli BW25113 tolC mutant growth, OD615;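 active = growth inhibition at or above a cutoff equal to the mean over every tested compound plus 3 SD, cut at about 60% in these data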;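 also: growth measured after 20 h incubation at 37 °C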
#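 Assay system: tolC-deleted E. coli BW25113. Medium: kanamycin-containing LB broth (50 µg/mL). Dosing: 10 µM final, single dose. Timing: bacterial growth with compound for 20 h at 37 °C. Detection: A615 absorbance measurement. Read-out basis: growth inhibition in percent.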
# Jurkat tox 60K: reduces viability or proliferation of Jurkat cells; inhibition, % at 4 µM; Jurkat E6.1 viability, ATP luminescence, 48 h; AID 463; 56,000 tested, 1.2% active;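 active = inhibition above the mean inhibition of all tested compounds plus 3 SD, cut at about 28% in these data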
# HEK293 NFkB inh: lowers PMA/ionomycin-induced NF-kB signal in HEK293 cells; 62,000 tested, 0.21% active; HEK-293 NF-kB luciferase reporter, luminescence; inhibition, % at 3 µM; AID 465;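 active = inhibition above the mean of all tested compounds plus 3 SD, cut at about 40% in these data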;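 also: 0% = stimulated DMSO wells and 100% = 10 µM reference inhibitor 5653914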
#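 System – HEK-293 cells with stable firefly luciferase reporter driven by four HIV NF-kB elements · Doses – one dose, 3 µM · Schedule – 1 h compound pre-incubation, 16 h PMA/ionomycin at 37 °C · Technique – luminescence from luciferase substrate reagent · Measure – percent inhibition normalized per plate to DMSO and reference-inhibitor controls · Replicates – tested once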
# * = called active by the depositor; . = not tested or not shown; [ ] = another dose, or the depositor's remark. Outcome played no part in choosing rows. Share with any hit: about 15%.
SMILES,TNAP act DEA,NADH enzymes,SF-1 act,M1 antagonist,M1 ag,D1 mod,Ecoli tolC,Jurkat tox 60K,HEK293 NFkB inh
O=C(CN(Cc1ccco1)C(=O)CNS(=O)(=O)c1ccccc1)NCc1ccccc1,1,3.0%,12.0,.,.,.,-2.0,-3.6,5.1
Cc1cc(C)n(CC(O)Cn2c3ccccc3c3ccccc32)c(=O)n1 (configuration not stated),1,2.0%,2.5,0.00189,0.126,0.0635,13.3,0.3,14.3
COc1ccccc1NC(=O)CSc1nc(N)cc(N)n1,0.9,4.0%,2.5,0.651,-0.0629,1,9.5,-8.3,24.5
COC(=O)c1ccc(-n2nnnc2SCc2nn[nH]n2)cc1,0.8,4.0%,-12.5,0.281,-0.39,0.398,-13.5,2.4,8.8
O=c1cc(NCc2ccc3c(c2)OCO3)[nH]c(=O)n1-c1ccc(Cl)cc1,0.9,9.0%,-12.9,-0.15,-2.4,-0.422,4.0,-6.2,15.6
CC(=O)Nc1ccc(S(=O)(=O)Nc2nc3c(s2)CCCC3)cc1,0.9,3.0%,-6.0,-0.549,0.24,-0.67,9.5,1.5,13.1
CCOC(=O)N=S(N)(=O)c1ccc(Cl)cc1 (configuration not stated),1.1,2.0%,-10.8,-0.489,-1.61,0.506,-3.6,-1.3,21.1
O=C(NC1CCN(Cc2ccccc2)CC1)C1CCCN(c2nnc(-n3cccc3)s2)C1 (configuration not stated),0.9,1.0%,12.9,-3.34*,-0.648,-0.532,-9.9,1.9,0.7
Cc1ccc(C)n1-c1ncn[nH]1,0.9,6.0%,-10.2,0.359,0.218,-0.289,-13.8,-0.4,-3.7
COc1ccccc1-c1cc(C(=O)Nc2ccc(F)cc2F)no1,1,8.0%,-5.5,0.143,-0.00642,-0.163,-43.7,7.0,10.2
CC1CCCCN1C(=O)CSc1nnc(-c2c[nH]c3ccccc23)o1 (configuration not stated),1,8.0%,32.4,-0.142,-0.884,0.391,18.4,-7.8,-7.6
CCOc1ccc2c(c1)cc(CN(C(=O)CC)C1CCCCC1)c1nnnn12,1,9.0%,1.7,-0.285,-0.935,12.6*,12.3,.,16.3
COc1ccc(C)cc1NC(=O)c1ccc(NC(=O)CC2SC(N3CCCC3)=NC2=O)cc1 (configuration not stated),1,6.0%,-2.5,0.188,-0.655,0.0382,-1.2,1.1,17.7
CC(C)(C)NC(=O)COC(=O)c1snc(C(=O)NC2CCCCC2)c1N,1,3.0%[fluoresces],-16.2,-0.961*,4.94*,-2.64,21.2,29.4,7.3
CCOc1ccccc1N1Cc2cc(C)c(C)cc2C1,0.9,3.0%,20.5,-1.53*,-0.0415,0.0516,-3.5,0.8,3.7
C=CCSC1=C(C#N)C(c2ccccc2OCC)CC(=O)N1 (configuration not stated),0.8,12.0%,2.3,-0.429,0.222,-0.366,-3.2,-5.5,1.9
O=C(NCc1ccco1)c1ccc(Br)c(S(=O)(=O)N2CCCCC2)c1,0.9,2.0%,-15.2,-0.614,-0.67,0.946,32.1,7.5,7.2
Nn1c(SCC(=O)N2CCCc3ccccc32)nnc1-c1ccc(Cl)cc1,0.9,5.0%,-5.3,-0.142,0.381,-0.536,-28.8,4.2,5.6
CCOC(=O)C1CCN(C(=O)CCc2ccccc2)CC1,0.9,5.0%,-0.9,0.541,0.286,-0.208,-3.7,-5.0,8.2
COc1ccccc1N1CCN(Cc2nc(N)nc(Nc3ccc(C)cc3)n2)CC1,1,5.0%,-10.7,.,.,-0.494,13.8,1.2,20.4
O=C(O)c1ccc(NCc2ccc3c(c2)OCO3)cc1,0.9,4.0%,35.3,0.131,-0.0382,0.623,-8.3,0.9,10.3
CCC(=O)Nc1cc(NC(=O)CSc2ncc(-c3ccc(F)cc3)n2Cc2ccco2)ccc1C,0.9,2.0%,69.3*,-0.102,0.235,0.225,20.4,5.3,-6.4
CCN1CC=C2C(C1)C(c1ccc(Cl)s1)C(C#N)=C(N)C2(C#N)C#N (configuration not stated),0.8,5.0%,-9.3,0.506,261*,-1.08,7.9,2.8,-5.7
Cc1ccc2[nH]c3c(N4CCN(Cc5ccccc5)CC4)ncnc3c2c1,0.9,5.0%,-25.7,-1.66,5.63,.,1.1,.,.
Cc1cc(=O)[nH]c(COc2ccccc2)n1,0.9,4.0%,14.1,0.472,0.586,-0.137,-12.9,.,.

# Structures listed so far containing an NH in an aromatic ring, in the order listed:
SMILES,TNAP act DEA,NADH enzymes,SF-1 act,M1 antagonist,M1 ag,D1 mod,Ecoli tolC,Jurkat tox 60K,HEK293 NFkB inh
COC(=O)c1ccc(-n2nnnc2SCc2nn[nH]n2)cc1,0.8,4.0%,-12.5,0.281,-0.39,0.398,-13.5,2.4,8.8
O=c1cc(NCc2ccc3c(c2)OCO3)[nH]c(=O)n1-c1ccc(Cl)cc1,0.9,9.0%,-12.9,-0.15,-2.4,-0.422,4.0,-6.2,15.6
Cc1ccc(C)n1-c1ncn[nH]1,0.9,6.0%,-10.2,0.359,0.218,-0.289,-13.8,-0.4,-3.7
CC1CCCCN1C(=O)CSc1nnc(-c2c[nH]c3ccccc23)o1 (configuration not stated),1,8.0%,32.4,-0.142,-0.884,0.391,18.4,-7.8,-7.6
Cc1ccc2[nH]c3c(N4CCN(Cc5ccccc5)CC4)ncnc3c2c1,0.9,5.0%,-25.7,-1.66,5.63,.,1.1,.,.
Cc1cc(=O)[nH]c(COc2ccccc2)n1,0.9,4.0%,14.1,0.472,0.586,-0.137,-12.9,.,.

# Continued.
SMILES,TNAP act DEA,NADH enzymes,SF-1 act,M1 antagonist,M1 ag,D1 mod,Ecoli tolC,Jurkat tox 60K,HEK293 NFkB inh
CCOc1ccc(C2C(C(=O)NC)=C(C)Nc3nc4ccccc4n32)cc1OC (configuration not stated),1,2.0%,-19.5,-3.24*,-0.356,0.833,-7.0,9.3,22.8
COc1cccc(/C(O)=C2/C(=O)C(=O)N(Cc3ccco3)C2c2ccncc2)c1 (configuration not stated),0.9,8.0%,3.3,-0.817,0.0414,-0.309,-29.0,.,-0.7
O=C(NC1c2ccccc2-c2ccccc21)N1CCCCC1,0.9,2.0%,-15.0,0.18,-0.0251,1.57,13.2,4.3,42.8*
COc1ccccc1N1CCN(C(=O)CCn2c(=O)[nH]c3ccsc3c2=O)CC1,0.9,2.0%,3.3,0.382,0.09,.,-13.8,.,15.7
Cc1ccc2cc(CN(C)C(=O)C3CCCO3)c(=O)[nH]c2c1 (configuration not stated),0.9,5.0%,-13.9,1.46,0.961,.,-14.7,-5.7,5.3
Cc1c(NC(=O)c2ccccc2F)c(=O)n(-c2ccccc2)n1C,1,5.0%,-7.8,0.569,-0.0438,-0.948,-21.4,2.0,8.3
Cc1cc(S(=O)(=O)N2CCOCC2)ccc1F,0.9,1.0%,5.1,-0.224,1.33,-0.0814,-6.4,-3.6,15.2
Cc1cc(OCC(O)CN(CCO)CCO)ccc1Cl (configuration not stated),0.9,7.0%,1.5,-0.0294,1.68,0.206,-10.9,-6.4,5.2
CC(C)OCCCNC(=O)c1ccc(NS(C)(=O)=O)cc1,0.9,3.0%,-2.2,-0.269,-1.44,-0.735,-29.0,-6.1,9.4
N#Cc1ccc(-c2csc(NC(=O)C3CC3)n2)cc1,0.8,2.0%,32.0,0.459,-1.73,-1.84,-0.3,0.5,-2.0
C=CCNC(=O)CN(c1cccc(Br)c1)S(C)(=O)=O,1,3.0%,-18.7,-0.439,-0.0139,-0.196,-9.1,0.2,7.4
COCCNC(=O)c1cc2c(=O)n(C)c3ccccc3c2n1C,0.9,5.0%,-11.2,0.684,0.54,1.14,2.2,-2.6,11.3
O=S(=O)(c1cccs1)N1CCN(c2ncccn2)CC1,0.9,12.0%,9.3,0.554,0.713,1.65,-5.6,2.2,16.5
Cc1ccc(CCNC(=O)C2CCN(S(=O)(=O)c3cccc4nsnc34)CC2)cc1,1,4.0%,9.1,0.387,-0.911,-0.682,-21.5,-6.3,-5.5
CCn1nc(NC(=O)c2ccccn2)c2cc3cc(C)ccc3nc21,1,14.0%,12.7,1.03,-0.00622,0.901,1.7,-5.5,-5.2
COc1ccccc1-c1c(C)nn2c(N3CCN(c4ccccc4OC)CC3)cc(C)nc12,0.9,14.0%,24.9,-0.223,-0.0621,-0.0676,23.3,-5.4,-6.4
CCN1CCN(c2ncc(C(=O)Nc3ccccc3C(=O)OC)c3ccccc23)CC1,0.9,11.0%,6.4,-13.6*,-1.8,-0.0993,-1.5,0.6,18.6
C=CCN1C(=O)C(C)(C)N(C(C)=O)c2ccccc21,.,4.0%,9.7,0,0,-0.0255,-10.7,0.8,15.5
CCOC(=O)N1CCC(NC(=O)C(Cc2ccccc2)NC(=O)c2ccco2)CC1 (configuration not stated),0.9,6.0%,15.7,-0.116,-1.26,-0.847,5.2,1.0,12.7
CC(=O)CCc1c[nH]c2c(C(=O)O)cccc12,0.8,5.0%,24.4,1.24,-0.529,-0.503,-11.9,-3.4,14.0
Cc1cc(C(F)(F)F)nn1CC(=O)N1CCCC1,0.9,2.0%,-11.0,0.869,0.309,0.971,-12.8,-5.5,2.9
CC1(C)Cc2c(sc3[nH]c(=S)n(Cc4ccco4)c(=O)c23)CO1,1,2.0%,-1.9,0.0266,-0.673,.,8.2,.,.
CCOC(=O)C1(CC)NC(c2ccc(N(C)C)cc2)C2C(=O)N(C)C(=O)C21 (configuration not stated),0.9,5.0%,-7.2,0.0437,-0.282,-0.645,-22.3,-4.4,20.7
COc1ccc(NC(=O)CSc2nc3c(c(=O)n2-c2ccc(F)cc2)SCC3)c(OC)c1,0.8,3.0%,-0.8,0.901,1.02,1.01,5.6,2.3,17.5
COc1cc(NS(=O)(=O)c2ccc(NC(=O)CSC3=NCCS3)cc2)nc(OC)n1,0.9,7.0%,-16.4,0.232,-0.0462,0.934,3.5,0.5,2.2
# Continued.
SMILES,TNAP act DEA,NADH enzymes,SF-1 act,M1 antagonist,M1 ag,D1 mod,Ecoli tolC,Jurkat tox 60K,HEK293 NFkB inh
COC(=O)CN(c1ccc(OC)c(OC)c1)S(C)(=O)=O,0.9,1.0%,22.3,0.824,-0.102,-0.417,7.8,-1.9,4.4
CCN1CCN(C(=O)c2nn(-c3ccc(OC)cc3)c(=O)c3c2c2ccccc2n3C)CC1,1,2.0%,-9.8,-0.157,0.311,0.523,-12.2,1.6,18.2
COC(=O)CN1C(=O)COc2ccc(Cl)cc21,0.9,7.0%,-20.9,-0.011,0.0897,-0.791,-7.7,3.8,6.3
O/N=C1\CCCc2nnc3c(c21)CCCC3,0.9,1.0%,-8.3,.,.,-0.3,-16.0,1.8,19.1
COc1ccc(CCNC(=O)c2nc3ncccn3n2)cc1OC,0.9,2.0%,19.0,-0.063,0.122,2.4,-18.4,-3.4,12.2
COc1ccc(CN2CCC(C(=O)N(C)CCc3ccc(OC)c(OC)c3)CC2)c(OC)c1,0.9,6.0%,7.2,.,.,.,-20.9,-4.5,9.0
CCCn1c(=NC(=O)c2ccncc2)c(C(=O)OCC)cc2c(=O)n3cccc(C)c3nc21,0.8,7.0%,6.4,-0.726,0.538,-0.371,-9.4,-2.8,15.4
Cc1ccc(S(=O)(=O)N2CCN(S(=O)(=O)c3ccc(C)cc3)C3OCCOC32)cc1 (configuration not stated),1,2.0%,-1.4,0.0463,0.383,-1.13,-9.7,-2.2,17.0

# Compound activity deposited in PubChem by several laboratories.
